Screens deposited in PubChem BioAssay by National Center for Advancing Translational Sciences (NCATS).
AmpC no deterg: AmpC beta-lactamase inhibition without detergent. Potency, µM (series often up to 57.1 µM), inactives show top-dose activity change, negative = inhibition, usual class: inhibitors. AID 485341. P00811. AmpC nitrocefin hydrolysis, absorbance 480 nm, 0.0001% Triton. hit rate 0.52% among 330,000;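 further: potency means the concentration at half of the fitted maximal effect; plate controls were no compound for no effect and no enzyme for full effect; nearly all actives have a fitted effect of over 20% in size; some results filed as inactive show a strong effect at the top dose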
Target sequence (P00811 whole entry, looked up): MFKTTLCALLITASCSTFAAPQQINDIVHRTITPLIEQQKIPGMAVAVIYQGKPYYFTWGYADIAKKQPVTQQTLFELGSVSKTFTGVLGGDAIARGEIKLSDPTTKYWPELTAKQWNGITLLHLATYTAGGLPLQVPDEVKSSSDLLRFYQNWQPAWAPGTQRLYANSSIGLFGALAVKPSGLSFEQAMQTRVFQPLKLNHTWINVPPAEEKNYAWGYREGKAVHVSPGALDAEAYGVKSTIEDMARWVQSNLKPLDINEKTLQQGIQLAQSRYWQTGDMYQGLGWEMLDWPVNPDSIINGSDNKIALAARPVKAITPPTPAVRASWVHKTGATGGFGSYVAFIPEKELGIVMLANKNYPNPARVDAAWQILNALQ
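20 mM phosphate pH 7.0 + 0.01% (detergent screen) or 0.0001% Triton X-100; 5.3 nM AmpC reagent; cpd preinc 15 min RT; nitrocefin (800 uM stock) to start; A480 q20 s × 4 min; Activity was normalised to no-enzyme and no-compound control wells.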
AmpC inh detg: inhibitors of E. coli AmpC beta-lactamase with detergent; hit rate 0.041% among 370,000; AmpC hydrolysis of nitrocefin, absorbance 480 nm, 0.01% Triton; Potency, µM (titrated, usually from 114 µM), inactives show top-dose activity change, negative = inhibition, most hits filed as inhibitors;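 further: potency means the concentration at half of the fitted maximal effect; 0% = no-compound wells and -100% = no-enzyme wells; nearly all actives have a fitted effect of over 25% in size; some results filed as inactive show a strong effect at the top dose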
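AmpC (5.3 nM in the dispensed reagent) in 20 mM phosphate pH 7.0 with 0.01% (detergent screen) or 0.0001% Triton X-100 was preincubated with compounds for 15 min at room temperature. Nitrocefin was then added from an 800 uM solution, and hydrolysis was followed at 480 nm.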
Giardia FBPA inh: inhibitors of Giardia lamblia fructose-1,6-bisphosphate aldolase. A8B2U2. Potency, µM (doses to about 59.6 µM), for inactives: top-dose activity, negative = inhibition, usual class: inhibitors. hit rate 0.71% among 290,000. purified Giardia FBPA. AID 2451; further: potency means the concentration at half of the fitted maximal effect; on the % scale 0 is the no-effect control and ±100 the full control effect; nearly all actives have a fitted effect of over 55% in size
Target sequence (A8B2U2 whole entry, looked up): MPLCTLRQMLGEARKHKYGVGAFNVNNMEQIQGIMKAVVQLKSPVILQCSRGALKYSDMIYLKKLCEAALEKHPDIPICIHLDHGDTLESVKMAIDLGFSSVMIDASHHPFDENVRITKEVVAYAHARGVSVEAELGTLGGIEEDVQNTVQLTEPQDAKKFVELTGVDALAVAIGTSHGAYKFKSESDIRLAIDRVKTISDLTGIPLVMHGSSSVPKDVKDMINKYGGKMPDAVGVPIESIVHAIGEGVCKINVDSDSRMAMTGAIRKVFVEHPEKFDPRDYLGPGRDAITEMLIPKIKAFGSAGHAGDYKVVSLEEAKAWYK
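40 nM FBPA preincubated 10 min at RT with compound (up to 57.5 uM final), then substrate plus GAPDH/TPI/NAD/arsenate coupling and diaphorase/resazurin added. Fluorescence read after 20 min at RT, 525/598 nm.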
CHX counter: affects cycloheximide protein synthesis inhibition readout, counter-screen; hit rate 12% among 300,000; cell reporter, cycloheximide protein synthesis inhibition counterscreen; max response, %; in the data active means max response mostly above about 13%, no sharp cut-off; inactive means mostly below about 14%; further: read at 38.3 µM for the half of the compounds with a filed dose; 0% is about no effect
AMA1 RON2 block: disrupts binding of P. falciparum AMA1 to RON2; Potency, µM (titrated, usually from 58.2 µM), inactives show at the highest dose activity change, negative = inhibition, actives largely listed as inhibitors; hit rate 0.2% among 360,000; AID 720542; AlphaScreen AMA1-biotinylated RON2 peptide binding;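 further: potency means the concentration at half of the fitted maximal effect; 0% = vehicle wells and -100% = peptide control; nearly all actives have a fitted effect of over 45% in size; some results filed as inactive show a strong effect at the top dose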
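AMA1 (3D7) with his tag at 25 nM final met compounds first, then biotinylated RON2 peptide at 25 nM; detection used donor plus acceptor beads, 10 µg/mL apiece, read by AlphaScreen after 30 min at room temperature.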
Shiga inhibitor: inhibitors of Shiga toxin in Vero cells; Vero cells, Shiga toxin protein synthesis inhibition reporter; inhibition, % at 38.7 µM; hit rate 9.2% among 290,000; AID 2315; in the data active means inhibition mostly above about 28%, no sharp cut-off; inactive means mostly below about 43%; further: 0% is about no effect
HCMV antiviral: blocks human cytomegalovirus replication; AID 1259415; hit rate 4.5% among 410,000; HFF cells, HCMV-luciferase reporter, 72 h; active compounds read low; activity change, negative = inhibition, % at 57.5 µM; in the data active means activity change below about -60%; inconclusive means no clear call, values can overlap the other calls; inactive means above about -39%; further: on the % scale 0 is the no-effect control and ±100 the full control effect
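Human foreskin fibroblasts infected with luciferase-reporter HCMV at MOI 1 PFU/cell, compounds at two doses. Luciferase measured 72 h post infection; normalized to buffer-only basal and Salinomycin (10uM) controls.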
The depositor's hits bear a star; ? = inconclusive; nt = not tested or not shown; & = joins results of further samples; [ ] = remark or other dose. Unless noted, the call rests on the fitted dose curve; in most records, active means well fitted curve in the direction sought with a large enough effect; inconclusive means small, poorly fitted or top-dose-only effect, or another doubt; inactive means no such curve, though single readings can be large; an effect the other way counts as inactive or inconclusive.

SMILES | AmpC no deterg | AmpC inh detg | Giardia FBPA inh | CHX counter | AMA1 RON2 block | Shiga inhibitor | HCMV antiviral
COc1ccc(C(=O)Nc2ccc(S(=O)(=O)Nc3ncccn3)cc2)cc1OC | -10% | 2% | 5% | -5 | 6% | 8 | 7
O=C(O)C1CCCCC1C(=O)NCCc1ccncc1 (stereo not drawn) | -5% | ? | -2% | 0 | 8% | -13 | 37
N#C/C(=C\c1cn(CCOc2ccccc2)c2ccccc12)C(=O)NCc1ccco1 | -12% | 9% | 2% | 16* | 27% | 13 | ?
Cc1ccc(OCC(O)CN2CCCC2)cc1 (stereo not drawn) | 56% | -9% | -6% | 2 | 0% | 26 | -17
O=[N+]([O-])c1nn(-c2ccccc2)[n+]([O-])c1N1CCN(c2ccccc2F)CC1 | -28% | ? | -6% | 2 | ? | 19 | -29
Cc1nc2sc(C(c3ccco3)N3CCOCC3)c(O)n2n1 (stereo not drawn) | -21% | -5% | -1% | -3 | -2% | -2 | -34
COC(=O)C(O)(CC(=O)Nc1cc(OC)c(OC)c(OC)c1)C(F)(F)F (stereo not drawn) | -7% | -1% | 1% | -4 | 2% | -1 | -30
COC(=O)C1=C(c2ccc(Cl)c(C(F)(F)F)c2)C[C@@H]2CC[C@H]1N2C(=O)N1CCC(O)(c2ccc(Cl)cc2)CC1 | 80%[activator] | nt | nt | nt | -4% | nt | 5
O=C(COC(=O)c1cccc(F)c1)NC(=O)NCc1ccccc1 | -23% | nt | nt | nt | -5% | nt | 8
COc1cccc(/C=C2/C(=O)NN(c3ccc(C)c(C)c3)C2=O)c1 | -36% | 1% | -18% | 8.5* | 14% | 19 | -28
CCc1ccc(-c2cc(C)no2)cc1S(=O)(=O)Nc1ccc(Cl)cn1 | -51% | -1%&-4% | nt | -10 | 10% | -4 | ?
Cc1cc(C)c(-n2nnnc2SC(C)C)c(C)c1 | -12% | -5% | 11% | -2 | 11% | -5 | -33
COc1cccc(NC(=O)CN(C)C(=O)c2cc(-c3cccc(Br)c3)nc3ccccc23)c1 | -7% | -16% | nt | nt | -15% | nt | -27
CNc1c(NS(=O)(=O)c2cc(NC(C)=O)ccc2C)c(=O)oc2ccccc12 | -14% | ? | -8% | -4 | -7% | -2 | 18
c1ccc(-c2nc(N3CCOCC3)sc2-c2ccccc2)cc1 | 54% | -14% | -6% | 8 | -15% | -1 | 6

The last 3 compounds of the section above lead into the next.
SMILES | AmpC no deterg | AmpC inh detg | Giardia FBPA inh | CHX counter | AMA1 RON2 block | Shiga inhibitor | HCMV antiviral
COc1cccc(NC(=O)CN(C)C(=O)c2cc(-c3cccc(Br)c3)nc3ccccc23)c1 | -7% | -16% | nt | nt | -15% | nt | -27
CNc1c(NS(=O)(=O)c2cc(NC(C)=O)ccc2C)c(=O)oc2ccccc12 | -14% | ? | -8% | -4 | -7% | -2 | 18
c1ccc(-c2nc(N3CCOCC3)sc2-c2ccccc2)cc1 | 54% | -14% | -6% | 8 | -15% | -1 | 6
CCC1Oc2ccc(C)cc2N(CC(=O)NC2CCCCC2)C1=O (stereo not drawn) | -7% | -4% | -1% | -1 | 31%[activator] | -9 | -25
CCc1nnc(NC(=O)c2ccc(-c3ccc(Cl)cc3)o2)s1 | -17% | ? | 2% | 2 | 3% | 43 | 10
O=C(NC1CCCCCC1)c1cc(S(=O)(=O)N2CCCCC2)ccc1N1CCOCC1 | 105%[activator] | 0% | 2% | 15 | -13% | -2 | ?
CCN(CC)S(=O)(=O)c1cccc(-c2n[nH]c(=S)n2/N=C/c2ccc(Br)cc2)c1 | -33% | ? | 15% | -6 | 16%[2.32 µM] | -21 | -19
COc1ccc(C(=O)O)cc1S(=O)(=O)N1CCN(c2ccccn2)CC1 | -21% | 10% | -2% | -3 | 9% | 6 | -8
CC(=O)c1cccc(NC(=O)C(C)OC(=O)Cc2n[nH]c(=O)c3ccccc23)c1 (stereo not drawn) | -24% | 7% | nt | -4 | -3% | -7 | 20
CC1CCOC2(O1)C(=O)Nc1ccccc12 (stereo not drawn) | -13% | 3% | 6% | -4 | 14% | -15 | 22
COc1ccc(N=C2SC(CC(=O)Nc3ccccc3)C(=O)N2CC2CCCO2)cc1 (stereo not drawn) | 79%[activator] | ? | -5% | -3 | -6% | -16 | -15
Cc1cc(OCCCC(=O)NCc2cccs2)ccc1Cl | -6% | 3% | 0% | 7 | 3% | 43 | ?
CCSc1n[nH]c2nc3c(c(=O)n12)C1(CCCCC1)Cc1ccccc1-3 | -42% | 1% | -3% | -1 | -1% | 25 | 14
CCn1c(=O)c(C(=O)CN2CCc3ccccc32)c(N)n(Cc2ccccc2)c1=O | -27% | 1% | -14% | -3 | -20% | -3 | 16
Fc1ccc2c(-c3cccc(C(F)(F)F)c3)c(-c3ccccc3)ncc2c1 | -23% | 8% | nt | nt | -5% | nt | -1
CCC(=O)Nc1cccc(-n2nnnc2SCC(=O)NCc2ccco2)c1 | -33% | ? | 4% | 8 | -19% | 29 | -19
CCN1C(=O)[C@H]2[C@@H](c3ccc(C)cc3)N3C(=O)N(c4ccc(C(F)(F)F)cc4)C(=O)[C@@]3(CC(C)C)[C@H]2C1=O | 215%[activator] | -9% | -6% | -2 | -1% | 19 | -30
Cc1cc(C(=O)NC2=NCCS2)cs1 | -7% | ? | 5% | 41* | -9% | 66* | 141
Nc1cc(C(=O)O)c(Oc2ccc(Cl)cc2Cl)cc1C(=O)O | -31% | ? | -6% | -1 | -8% | -18 | 15
COc1ccc(CN2CCn3ncc(C(=O)Nc4ccc(Cl)cc4Cl)c3C2=O)cc1 | -12% | -19% | -2% | -1 | -9% | -22 | -3
CCCCn1c(O)c(C(CC)=Nc2ccc3c(c2)CCC3)c(=O)[nH]c1=O | 93%[activator] | ? | -7% | -4 | 4% | 40 | -25
CCOc1ccccc1Nc1nnc(SCC(=O)NCC2CCCO2)s1 (stereo not drawn) | 3% | nt | nt | nt | -5% | nt | 22
CCOC(=O)c1c(-c2ccc(C)o2)csc1NC(=O)CSc1nncs1 | -11% | -12% | -19% | 2 | -10% | -13 | ?
O=C(O)CC1(CC(=O)Nc2cc3ccccc3cn2)CCCCC1 | -26% | 4% | -7% | 2 | -2% | 2 | 38
CCCCNC(=O)CN(c1cc(C(F)(F)F)ccc1Cl)S(C)(=O)=O | 20% | 0% | 0% | -5 | -9%[2.32 µM] | 12 | ?
C/C(=N\NC(=O)CC(C)C)c1c(C(F)(F)F)[nH]n(-c2nc3ccccc3s2)c1=O | -15% | -8% | -14% | 36* | 0% | 66* | -26
COc1cc(C(=O)OCC(=O)NC(=O)C2CCCCC2)ccc1OC(F)F | -13% | ? | 0% | 5 | -4% | -7 | -18
CCCn1nc(C(=O)Nc2ccc(N3CCOCC3)cc2)c2ccccc2c1=O | -14% | ? | nt | nt | -4% | nt | 17
Cc1c(NC(=O)NC(C)N2C(=O)C3C4C=CC(C4)C3C2=O)c(=O)n(-c2ccccc2)n1C (stereo not drawn) | -11% | -2% | 5% | -5 | 13% | -25 | -32
O=C(Nc1ncc(Cc2ccccc2Cl)s1)C1=NCCN1 | -26% | -4% | 10% | 1 | 75%[activator] | 3 | ?
CCOc1ccc(N=Nc2c(=O)[nH]n3c(C)cc(C)nc23)cc1 | -38% | -5% | -5% | -3 | 4% | -4 | -10
Oc1cccc(/C=N/NP(=S)(c2ccccc2)c2ccccc2)c1 | -42% | -8% | 3% | 14* | -2% | 5 | -11
O=[N+]([O-])c1ccc(CN2C=NS(=O)(=O)c3ccccc32)cc1 | -27% | -15% | 1% | -2 | 10% | -2 | 44
CC1C(=O)N2CCCc3cc(NC(=O)C(=O)NCc4ccccn4)cc1c32 (stereo not drawn) | -11% | ? | nt | nt | 32%[activator] | nt | 36
CCN(CC)S(=O)(=O)c1cc(NC(=O)C(C)N(C)CC(=O)Nc2c(C)cccc2C)ccc1C (stereo not drawn) | 107%[activator] | 0% | 0% | -1 | 51%[activator] | -4 | -22
CCOC(=O)c1c(S(=O)(=O)NCc2ccco2)c(C)n(C)c1C | -9% | -9% | -1% | 1 | -12% | 2 | -29
Cc1cccc2sc(NC(=O)CSc3nnnn3C)nc12 | -33% | ? | 3% | -1 | -2% | 13 | 3
O=C(CSc1ncccn1)N1CCN(Cc2ccccc2)CC1 | -15% | 0% | 1% | -3 | -2% | -2 | 47
O=C(CN1CCN(Cc2ccccc2)CC1)NC(=O)NCc1ccco1 | 7% | -2% | 7% | -1 | 3% | 25 | 9
CN1CCN(C=NC2=NN(c3cccc(C(F)(F)F)c3)CC2)CC1 | 16% | -4% | 5% | 21* | -20% | 20 | ?
O=C(O)C1CCN(C(=O)CSc2nc3ccccc3c(=O)n2-c2ccc(Cl)cc2)CC1 | -7% | -10% | -2% | -3 | -3% | -6 | 18
FC(F)(F)c1ccc(CSc2nccn2-c2ccccc2)cc1 | -11% | -6% | -6% | 1 | ? | -16 | 6
COC(=O)c1ccccc1NC(=O)CSc1nnc(C(CO)NC(=O)c2ccccc2Cl)n1C (stereo not drawn) | 42% | -14% | 4% | -3 | 22% | -23 | -34
CC(Oc1ccc(Cl)cc1)C(=O)Nc1ccccc1C(=O)N1CCOCC1 (stereo not drawn) | 1% | 2% | nt | -3 | 17% | -14 | 8
S=C(NCCc1ccccc1)N1CCn2cccc2C1c1ccncc1 (stereo not drawn) | -6% | 0% | -12% | 6 | 5% | 16 | 51
CN=C(Nc1cccnc1)c1cccc(C(F)(F)F)c1 | -8% | 4% | 6% | -2 | -22% | -3 | 54
Cc1nc2ccccn2c1C(=O)N/N=C/c1ccc(CNC(=O)C(=O)Nc2ccccc2)o1 | 2% | ? | -14% | 7 | 3% | 21 | -6
O=C(OCC(=O)N(C1CCCCC1)C1CCCCC1)c1ccccc1O | -24% | -5% | 6% | -4 | 0% | -5 | 11
CCCCn1c(=N)n(CC(O)c2ccccc2)c2ccccc21 (stereo not drawn) | -8% | 1% | -1% | -1 | -12% | -14 | ?
N=c1n(CC(=O)c2ccc([N+](=O)[O-])cc2)c2ccccc2n1Cc1ccccc1 | -25% | ? | 1% | 0 | 1% | 16 | -83*
COCCSc1nnc(NC(=O)CCS(=O)(=O)Cc2ccccc2)s1 | -7% | -1% | nt | -2 | -11% | -28 | -3
CCc1cc(=O)oc2cc3oc(C)c(C)c3cc12 | -27% | -15% | -3% | -2 | 13% | 9 | 57
CCC1(c2ccc(F)cc2)NC(=O)N(CC(=O)Nc2ccc3c(c2)OCCO3)C1=O (stereo not drawn) | -25% | nt | nt | nt | 5% | nt | -6
C=CCn1c(=O)c(C(=O)Nc2ccccc2C)c(O)c2ccccc21 | -20% | ? | -15% | 19* | 12% | 20 | 99
